Bioassay records deposited in PubChem BioAssay by National Center for Advancing Translational Sciences (NCATS).
PLK1 PBD block – inhibitors of human PLK1 polo-box domain binding | P53350 | Plk1 PBD binding of FITC phosphopeptide, fluorescence polarization | Potency, µM, for the others: max response, negative = inhibition, most hits filed as inhibitors | 360,000 compounds, 2.8% hits; note: potency is the fitted concentration of half-maximal effect; series mostly up to about 57 µM; % is set by controls: 0 for no effect and ±100 for the full control effect; nearly all actives have a fitted effect of over 65% in size
Target sequence (P53350 whole entry, looked up, the tested form may be a part): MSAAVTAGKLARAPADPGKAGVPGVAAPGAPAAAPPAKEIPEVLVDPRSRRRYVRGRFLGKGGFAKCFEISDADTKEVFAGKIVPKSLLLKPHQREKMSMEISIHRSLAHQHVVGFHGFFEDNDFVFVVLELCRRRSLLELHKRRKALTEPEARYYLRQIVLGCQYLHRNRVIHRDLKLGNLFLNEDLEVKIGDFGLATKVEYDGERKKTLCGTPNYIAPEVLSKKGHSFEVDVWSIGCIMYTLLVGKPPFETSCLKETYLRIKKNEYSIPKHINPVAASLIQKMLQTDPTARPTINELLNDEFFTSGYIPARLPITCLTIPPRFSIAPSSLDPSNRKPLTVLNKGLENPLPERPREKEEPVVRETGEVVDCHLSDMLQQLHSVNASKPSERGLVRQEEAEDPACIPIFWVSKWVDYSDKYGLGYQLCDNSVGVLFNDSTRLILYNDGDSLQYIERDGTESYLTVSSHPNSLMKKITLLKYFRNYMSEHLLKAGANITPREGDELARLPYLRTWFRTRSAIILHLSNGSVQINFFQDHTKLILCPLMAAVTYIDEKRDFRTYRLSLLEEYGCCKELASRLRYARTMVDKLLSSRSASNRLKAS
GLP1R inv ag – inverse agonists of human GLP-1 receptor; P43220; HEK293 GLP-1R CRE-luciferase, luminescence, 24 h; GLP-1R form is constitutively active; Potency, µM (doses to about 38.3 µM), for the others: at the highest dose activity change, negative = inhibition, actives largely listed as inhibitors; 410,000 compounds, 1.6% hits; AID 624417; note: potency is the fitted concentration of half-maximal effect; % is set by controls: 0 for no effect and ±100 for the full control effect; nearly all actives have a fitted effect of over 55% in size
Target sequence (P43220 whole entry, looked up): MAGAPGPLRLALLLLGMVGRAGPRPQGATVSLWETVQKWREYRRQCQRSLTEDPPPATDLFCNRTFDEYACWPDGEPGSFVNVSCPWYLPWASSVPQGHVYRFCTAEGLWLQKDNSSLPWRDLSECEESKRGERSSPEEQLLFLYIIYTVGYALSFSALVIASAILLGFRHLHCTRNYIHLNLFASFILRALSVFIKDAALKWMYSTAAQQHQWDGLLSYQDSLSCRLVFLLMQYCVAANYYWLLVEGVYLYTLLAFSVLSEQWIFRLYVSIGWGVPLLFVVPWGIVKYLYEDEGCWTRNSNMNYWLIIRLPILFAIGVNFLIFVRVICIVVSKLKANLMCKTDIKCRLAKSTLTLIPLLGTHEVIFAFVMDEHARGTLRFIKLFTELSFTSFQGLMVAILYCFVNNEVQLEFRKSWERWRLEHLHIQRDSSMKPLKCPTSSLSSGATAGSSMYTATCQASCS
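Readout was luciferase luminescence, measured 12 min after detection reagent at room temperature. Beforehand, GLP-1R reporter HEK293 cells had sat 12 h, then received compounds for 24 hr at 37 deg C.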
GLP-1R agonist – activates the human GLP-1 receptor; Potency, µM (series often up to 45.6 µM), without a hit: top-dose activation, most hits filed as activators; HEK293 GLP-1R CRE-luciferase, luminescence, 4-6 h; cells express a hypersensitive GLP-1R form; 380,000 compounds, 0.007% hits; note: potency is the fitted concentration of half-maximal effect; % of control where 0% means no effect
PI5P4Ka inh – PI5P4K alpha (human) kinase inhibition; P48426; PI5P4Kalpha enzyme, ADP-Glo luminescence, 60 min; stronger effect = lower value; max response, %; 330,000 compounds, 1.2% hits; active = max response of -50% or lower; inconclusive = between -30% and -50%; inactive = -30% or higher; note: value at the top dose of about 77 µM; % is set by controls: 0 for no effect and ±100 for the full control effect
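Single end-point luminescence (ADP-Glo) quantified ADP from PI5P4Kalpha turnover; ATP 5 microM final, 1 h at RT, 0.1% CHAPS and 0.28 mM EGTA in HEPES pH 7.4.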
HEK293 tox – cytotoxicity in counter-screen for GLP-1R inverse agonists. Potency, µM (highest dose often 38.3 µM), without a hit: at the highest dose activity change, negative = inhibition, most hits filed as inhibitors. HEK293 cAMP-luciferase reporter cells, luminescence, 24 h. 410,000 compounds, 0.13% hits;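 note: loss of luciferase light is scored as toxicity; potency is the fitted concentration of half-maximal effect; % is set by controls: 0 for no effect and ±100 for the full control effect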
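Seeding density was 200 cells/uL; after overnight-length (12 h) culture, 23 nL compounds went on for 24 h at 37 °C. Readout used a luciferase detection reagent, luminescence taken after 12 min at room temperature.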
WRN helicase inh – WRN helicase (human) inhibition. WRN helicase unwinding, fluorescent forked duplex, kinetic. Potency, µM (highest dose often 114 µM), for inactives: at the highest dose activity change, negative = inhibition, hits mostly inhibitors. 360,000 compounds, 0.46% hits. AID 651768; note: potency is the fitted concentration of half-maximal effect; % is set by controls: 0 for no effect and ±100 for the full control effect; nearly all actives have a fitted effect of over 55% in size
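Enzyme (20 nM final) and test compound sit together 15 min at room temperature before substrate addition. Substrate is a single-forked duplex oligonucleotide (100 nM) labelled with fluorophore and quencher, with 2 mM ATP; helicase unwinding raises red fluorescence, read kinetically.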
DRD3 agonist – D3 dopamine receptor (human) agonism | P35462 | D3R DiscoveRx beta-arrestin cells, luminescence, 90 min | max activation, % | 410,000 compounds, 0.58% hits; in the data active = max activation above about 30%; note: 0% is about no effect; mostly tested at two doses, the higher about 12 µM
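Agonist-mode cell screen: cells plated at 1500/well and incubated overnight at 37 °C, then exposed to library compounds for 90 min at 37 °C. Detection reagent was added for 30–60 min at room temperature, and luminescence was read.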
D3 antag – antagonists of human D3 dopamine receptor; D3R cells, DiscoveRx beta-arrestin luminescence, antagonist mode; stronger effect = lower value; max response, negative = inhibition, %; 360,000 compounds, 2.5% hits; in the data active = max response below about -50%; inconclusive = no clear call, values can overlap the other calls; note: % is set by controls: 0 for no effect and ±100 for the full control effect; mostly tested at two doses, the higher about 12 µM
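Cells expressing the human receptor were seeded at 1500 cells/well, incubated overnight at 37 degrees C in 5% CO2, then exposed to library compounds with dopamine controls for 90 minutes at 37 degrees C before luminescent detection.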
IL-2 act – IL-2 activation; IL-2 activation reporter assay, cell-based qHTS; stimulated with anti-CD3/CD4/CD28 beads; in transgenic mouse T cells; AID 652025; 360,000 compounds, 0.065% hits; activation, % (series mostly up to about 46 µM); in the data active = activation above about 50%; inconclusive = mostly about 30% to 49%; note: 0% is about no effect
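Unstimulated transgenic mouse T cells, 750 per well, received compound and, after 60 minutes, anti-CD3/anti-CD4 bead plus anti-CD28 stimulation. EGFP and DsRed were quantified after 18 hours.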
Starred values were filed as active, the others as inactive; u = inconclusive; x = no result given; & = joins results of further samples; [ ] = dose if it differs, or a comment. Unless noted, calls come from the whole dose curve; as a rule, active = well fitted curve in the direction sought with a large enough effect; inconclusive = small, poorly fitted or top-dose-only effect, or another doubt; inactive = no such curve, though single readings can be large; an effect the other way counts as inactive or inconclusive. Rows are unselected, and some 7.8% of all compounds hit somewhere here.

Molecule | PLK1 PBD block | GLP1R inv ag | GLP-1R agonist | PI5P4Ka inh | HEK293 tox | WRN helicase inh | DRD3 agonist | D3 antag | IL-2 act
CC(C)OCCCN1CC(=O)N2C(c3ccccc3)c3[nH]c4ccccc4c3C[C@H]2C1=O (stereo partly specified) | -3% | u | 21% | -3 | -15% | -2% | 7 | -18 | -0.5
O=C(C1=C[C@H](c2ccc(C(F)(F)F)cc2)C[C@H](OCc2ccc(CO)cc2)O1)N1CCOCC1 | 4% | u | 6% | 0 | -14% | 4% | 7 | 5 | 0.0
COC(=O)CSc1ccc(-c2nc3ccc(C)cc3[nH]2)cn1 | u | 9% | -2% | -26 | -4% | -6% | -7 | -14 | 0.6
CCOC(=O)Cc1csc(NC(=O)CSc2nnnn2-c2ccc(C)c(C)c2)n1 | -6% | u | -1% | 1 | -17% | -2% | -2 | 0 | -2.0
COc1ccc(N(CC(=O)NC2CCCCCC2)S(=O)(=O)c2ccc(C)cc2)cc1OC | -7% | 12% | -11% | 4 | -8% | -12% | -4 | -8 | 3.1
CC1CCCCN1C(=O)COc1ccc(NC(=O)c2ccco2)cc1 (stereo unspecified) | -5% | -8% | -1% | x | -8% | 9% | -1 | 30 | 7.0
S=C(NCc1ccc2c(c1)OCO2)NC1CCN(Cc2ccccc2)CC1 | 0% | u | 12% | 4 | 3% | -7% | -20 | -60* | -3.2
Cn1nc(C(C)(C)C)cc1C(=O)N1CCCCC1c1cc(C(=O)Nc2ccccc2)no1 (stereo unspecified) | -6% | -17% | -7% | -4 | 0% | -2% | 5 | 64 | -0.5
CSc1ncc(CN2CCN(C(C)C)C(CCO)C2)cn1 (stereo unspecified) | 2% | 1% | 3% | -1 | 2% | -20% | 4 | 15 | 0.2
NC(COCc1ccccc1)c1csc(NC(=O)Nc2cccc(Cl)c2)n1 (stereo unspecified) | 4% | u | -1% | -1 | 3% | 4% | 2 | 19 | 0.0
O=C(NCCCN1CCCCC1)C1CC(=O)N(CCc2ccccc2)C1 (stereo unspecified) | -4% | 1% | -4% | 5 | 2% | -2% | -5 | 0 | -1.5
COc1ccc(N(CC(=O)NCCSc2ccccc2)S(=O)(=O)c2ccccc2)cc1 | -7% | u | 9% | 13 | 5% | -10% | 2 | 53 | -1.9
COc1ccc(S(=O)(=O)NC(=O)C2(C)CCN2C(=O)C2CC2)cc1 (stereo unspecified) | 4% | 1% | -5% | 0 | 1% | 7% | 4 | -5 | 0.0
COC(=O)C1=C(C)OC(N)=C(C#N)C1c1ccc(OC)c(CSc2ccccn2)c1 (stereo unspecified) | -27% | 30% | 13% | -3 | -23% | -12% | -1 | -6 | 1.1
COC(=O)/C=C1\OCc2c(F)cccc21 | -4% | 6% | x | -12 | -3% | 2% | 3 | -6 | 1.3
COCc1cc(C)n(CC(=O)Nc2cccc(C)c2)c(=O)c1C#N | 1% | -2% | -3% | 4 | 0% | 16% | 5 | 9 | -2.6
COc1cc(NS(=O)(=O)c2ccc(NC(=O)COc3cccc(C)c3)cc2)nc(OC)n1 | -22% | -1% | 0% | u | 10% | -14% | -3 | 6 | 0.1
COC(=O)c1cc2sc(Cl)cc2n1CC(=O)NCCC(C)C | -3% | 41%[activator] | 1% | x | 0% | -3% | 3 | -6 | 0.7
CC(C)(CO)NS(=O)(=O)c1ccc2c(c1)oc(=O)c1cc(S(=O)(=O)NC(C)(C)CO)ccc12 | -1% | 2% | -1% | 2 | 3% | -5% | 0 | 0 | -2.0
CCOc1ccc(CN(C(=O)c2cc3ccccc3oc2=O)C2CC2)cc1 | -10% | u | 2% | 1 | -14% | -1% | 1 | 3 | 2.0
CC1(C)CC(=O)C(CC(=O)Nc2cc(C(F)(F)F)ccc2Cl)C(=O)C1 | -9% | -15% | 0% | 9 | 0% | 7% | -1 | -7 | 0.0
CC(/C=C/c1ccc2c(c1)OCO2)=N/NC(=O)CNc1ccc(C)cc1 | 0% | -10% | -6% | x | 4% | -4% | 14 | 22 | 0.1
O=C(CN1C(=O)COc2ccccc21)c1cccc(Cl)c1 | -5% | u | 7% | x | -24% | 2% | -7 | u | -2.8
CCN(C(=O)CCc1nc(-c2ccccc2F)no1)c1cc(OC)ccc1OC | 2% | -2% | 4% | 0 | -3% | -12% | 4 | 1 | -6.9
CCCCN(C)CCCNC(=O)c1cc(-c2cccs2)nc2ccccc12 | -11% | u | 14% | 3 | -10% | -6%[57.1 µM] | -21 | -14 | -0.4
Cc1cc(=O)[nH]c(SCC(=O)Nc2nc(-c3ccccc3)c(-c3ccccc3)o2)n1 | -19% | 6% | 3% | u | 10% | -2% | -8 | -4 | 1.6
CC(C)n1c(CNC(=O)c2ccccc2F)nnc1SCC(=O)c1ccc(F)cc1 | -15% | 3% | 0% | u | -4% | -9% | -8 | 2 | -4.3
CC(OC(=O)Cc1ccccc1F)C(=O)Nc1ccc(Cl)cn1 (stereo unspecified) | -3% | -21% | 8% | 9 | 1% | -5% | -5 | 7 | -1.7
CC(=O)Nc1ccc(S(=O)(=O)NCCNC(=O)c2ccccc2F)cc1 | -9% | 16% | -6% | 0 | -2% | 1% | -7 | -11 | 0.8
COc1ccc(/C=N/NC(=O)CCC(=O)Nc2ccc(Br)cc2)c(OC)c1 | 2% | -3% | 7% | 18 | -6% | -1% | -16 | -13 | -4.9
CC(=O)c1c(C)[nH]c(C(=O)COC(=O)CCSc2ccccc2)c1C | u | 27% | -2% | -1 | 0% | -3% | 1 | 14 | -1.1
Cc1cccc(C)c1OCC(=O)Nc1c(C(=O)c2ccc(Br)cc2)oc2ccccc12 | x | 9% | -2% | x | 17% | x | -13 | x | x
COC(=O)CCCC1=CC2=CC(=O)C(C)(OC(=O)c3cccs3)C(=O)C2=CN1c1ccc(OC)cc1 (stereo unspecified) | -19% | 18% | 8% | -9 | -6% | -7% | 1 | u | 0.9
CCCN1CCN(CCCNC(=O)c2cc3c(s2)-c2ccccc2OC3)CC1 | -3% | u | 1%&-6% | 2 | u | 22% | -22&-17 | u | -3.1
COc1cc(O)c(C(CCN2CCCCC2)c2ccc(N(C)C)cc2)c(OC)c1 (stereo unspecified) | 1% | 3% | -4% | -1 | 8% | -7% | -17 | -10 | -0.5
COc1ccc(-c2[nH]ncc2CN2CCN(C3CCCCC3)C(=O)C2)cc1F | -16% | 14% | 4% | 0 | -7% | -5% | 7 | 3 | -2.0
CCOC(=O)C1C(=O)C(=O)N(C2CCCCC2)C1C(=O)OCC (stereo unspecified) | -8% | -32% | -2% | 1 | 2% | -4% | -4 | -8 | -0.8
CO/N=C/C(C#N)=C/c1ccc(OC)c(OC)c1 | 1% | 153%[activator] | -10% | -2 | -8% | 11% | -6 | -20 | -2.6
CCOc1ccc(OCCC(=O)N(CC(=O)Nc2ccccc2C(F)(F)F)Cc2ccco2)cc1 | -2% | u | 24% | -14 | -17% | -17% | 4 | 9 | -2.6
COCc1ccc(C(=O)N(C)CC2CCCN(CCc3ccc(Cl)cc3)C2)o1 (stereo unspecified) | 1% | u | -13% | 3 | 1% | -1% | -5 | 3 | -2.1
OCCC1CN(Cc2cnc(-c3ccc(Cl)cc3)nc2)CCN1C1CCCC1 (stereo unspecified) | -4% | u | 9% | 1 | -19% | -2% | -21 | -18 | 0.2
CSc1nsc(SCc2ccc(F)cc2)n1 | -8% | u | -9% | 1 | -18% | -16% | 6 | 1 | -0.2
Cc1noc(C)c1S(=O)(=O)Nc1ccc(O)c2c(=O)cc(-c3ccccc3Cl)oc12 | 5% | -22% | -3% | -2 | 6% | -4% | -25 | 0 | 0.2
Cc1cccc(C)c1NC(=O)CN(C)C(=O)C1CCN(c2ncnc3sc(C)c(C)c23)CC1 | -6% | u | 1% | 6 | 7% | u | 5 | -14 | -5.9
O=C1Nc2cc(Cl)c(Cl)cc2N(O)N1c1ccccc1 | 1% | 1% | -6% | x | -19% | -13% | 2 | -7 | -0.9
Cc1cccc(/C=C2/SC(=O)N(Cc3ccccc3Cl)C2=O)n1 | 2% | 33%[activator] | 0% | x | 12% | -6%[57.1 µM] | 5 | 14 | 2.7
O=C(O)c1cc2c(cc1NC(=O)C1CCCC1)OCCO2 | -12% | -1% | -4% | 1 | 15% | 5% | 1 | -3 | 0.8
Cc1ccc(C(=O)c2sc(Nc3ccccc3)c(S(=O)(=O)c3ccccc3)c2N)c(C)c1 | x | u | -7% | x | 2% | x | -14 | x | x
O=C1CC(C(=O)O)S/C(=N\N=C\c2ccc(Br)cc2)N1 (stereo unspecified) | -21% | 9% | -5% | -18 | 2% | 10% | -4 | -9 | 0.3
CSc1nsc(SCC(=O)Nc2ccccc2C(=O)O)n1 | u | 58%[activator] | 8% | u | -9% | -20% | 17 | 30 | 4.3
CCOC(=O)c1c(NC(=O)c2nn(C)cc2[N+](=O)[O-])sc(C)c1C | -7% | 41%[activator] | 6% | -8 | -3% | -29% | -1 | 8 | 0.3
CCCC(c1nnnn1CC1CCCO1)N1CCN(c2cc(Cl)ccc2C)CC1 (stereo unspecified) | -11% | 8.9µM* | 20% | 16 | -12% | -7% | -3 | -5 | 5.1
Cc1ccc(-n2nc3c(c2NC(=O)c2ccco2)CS(=O)(=O)C3)c(C)c1 | -9% | 29% | 9% | 16 | -10% | -5%[57.1 µM] | 0 | 4 | -2.0
CCc1ccc(NC(=O)C(=O)NNC(=O)c2cccc(OC)c2)cc1 | -4% | 15% | 2% | 3 | -11% | -8%[57.1 µM] | -2 | 2 | -0.8

Whole records, quoted from the list. Order of screens: PLK1 PBD block	GLP1R inv ag	GLP-1R agonist	PI5P4Ka inh	HEK293 tox	WRN helicase inh	DRD3 agonist	D3 antag	IL-2 act
Cc1ccc(-n2nc3c(c2NC(=O)c2ccco2)CS(=O)(=O)C3)c(C)c1 is listed with -9%	29%	9%	16	-10%	-5%[57.1 µM]	0	4	-2.0
O=C1CC(C(=O)O)S/C(=N\N=C\c2ccc(Br)cc2)N1 (stereo unspecified) is listed with -21%	9%	-5%	-18	2%	10%	-4	-9	0.3
